# L3MBTL1 block = L3MBTL1 (human) inhibition | hit rate 0.66% among 230,000 | Q9Y468 | Potency, µM (top dose mostly 57.1 µM), without a hit: top-dose activity, negative = inhibition, hits mostly inhibitors | AlphaScreen L3MBTL1–H3K9me1 peptide binding | AID 485360; active = well fitted inhibition curve with a large enough effect; also: nearly all actives have a fitted effect of over 60% in size
# Target sequence (Q9Y468 whole entry, looked up): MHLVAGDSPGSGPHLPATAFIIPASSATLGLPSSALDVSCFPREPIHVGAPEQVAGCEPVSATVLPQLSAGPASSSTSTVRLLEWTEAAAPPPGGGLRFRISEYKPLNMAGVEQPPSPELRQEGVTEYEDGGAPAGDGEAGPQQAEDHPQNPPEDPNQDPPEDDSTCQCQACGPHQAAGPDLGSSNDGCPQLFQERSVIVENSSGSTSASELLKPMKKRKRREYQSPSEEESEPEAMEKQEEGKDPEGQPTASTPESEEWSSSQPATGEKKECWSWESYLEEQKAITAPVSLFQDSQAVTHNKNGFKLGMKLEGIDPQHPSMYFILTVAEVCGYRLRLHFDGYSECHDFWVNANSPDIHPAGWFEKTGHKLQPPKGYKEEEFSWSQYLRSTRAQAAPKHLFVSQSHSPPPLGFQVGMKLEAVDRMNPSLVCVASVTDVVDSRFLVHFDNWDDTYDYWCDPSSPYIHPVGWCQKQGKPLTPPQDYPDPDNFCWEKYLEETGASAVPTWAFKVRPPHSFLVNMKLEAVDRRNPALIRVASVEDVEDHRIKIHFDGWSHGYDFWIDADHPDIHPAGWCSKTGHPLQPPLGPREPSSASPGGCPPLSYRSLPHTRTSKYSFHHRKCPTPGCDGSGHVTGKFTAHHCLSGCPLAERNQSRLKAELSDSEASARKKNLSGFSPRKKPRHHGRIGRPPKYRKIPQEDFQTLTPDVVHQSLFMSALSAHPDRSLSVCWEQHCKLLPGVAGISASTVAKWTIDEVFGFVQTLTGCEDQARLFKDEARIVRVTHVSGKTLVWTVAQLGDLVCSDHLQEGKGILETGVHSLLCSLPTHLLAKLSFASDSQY
#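 AlphaScreen proximity signal between nickel-chelate acceptor and streptavidin donor beads (final 10 ug/mL) reports binding of 50 nM L3MBTL1 to 75 nM biotin-H3 K9me1 peptide; complex incubated with compounds 30 min at room temperature; cefsulodin titration as control.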
# * hit, by the source's call; & = joins results of further samples; [ ] = remark or other dose. % is scaled to controls: 0 for no effect and ±100 for the full control effect; potency is read from the fitted curve at half-maximal effect.
SMILES,L3MBTL1 block
COc1ccc(C(=O)NCC(=O)OCC(=O)NCc2ccco2)cc1,2%
Cc1ccc(S(=O)(=O)N2CCOCC2)cc1NC(=O)CSc1nnnn1C1CCCC1,-6%
C=CC[C@@H](CC(=O)N[C@@H](CO)Cc1ccccc1)C(=O)NC[C@@H](OC(=O)[C@@H](CC=C)CC(=O)OC(C)(C)C)c1ccccc1,2%
CC1CCC(NC(=O)CSc2nnc(-c3cccnc3)o2)CC1 (stereo unspecified),-1%
O=C(OCC(=O)N1CCCc2ccccc21)c1ccc(C(F)(F)F)cc1,13%
COc1ccccc1-c1oc2ccccc2c1-c1ccc2c(c1)OCO2,38%[activator]
Cc1ccc(S(=O)(=O)N2CCOCC2)cc1NS(=O)(=O)c1ccc(F)c(F)c1,6%
O=C(CNC(=O)c1ccc(Cl)cc1Cl)OCCOc1ccccc1,8%
CCCSc1ccc([C@H]2N[C@@](C)(C(=O)OC)[C@H]3C(=O)N(C)C(=O)[C@@H]23)cc1,2%
CCOC(=O)CC[C@H](NC(=O)Cn1cnc2c(SC)nc(N)nc21)C(=O)OCC,2%
COCCn1c(C)cc(C(=O)CSc2nnnn2C2CCCC2)c1C,-19%
COc1cc2ccccc2cc1C(=O)Nc1ccccc1N1CCCC1,-4%
CCCCn1c(N)c(N(Cc2ccccc2OC)C(=O)COc2ccccc2OC)c(=O)[nH]c1=O,3%
CSCCC(NS(=O)(=O)c1ccc(C)cc1)C(=O)N1CC=C(c2ccccc2)CC1 (stereo unspecified),3%
CCOC(=O)[C@H]1[C@H]2COc3ccc(OC)cc3[C@@H]2N2C(=O)c3ccccc3NC(=O)[C@@]12C,1%
Cc1ccc(C2=NN(C(=O)CN3CCN(C4CCS(=O)(=O)C4)CC3)C(c3ccco3)C2)cc1 (stereo unspecified),3%
COc1ccc2oc(C(=O)OCC(=O)NCCc3ccc(S(N)(=O)=O)cc3)c(C)c2c1,-2%
CC(C)CN(C(=O)COC(=O)c1ccc2c(c1)OCCO2)c1c(N)n(Cc2ccccc2)c(=O)[nH]c1=O,0%
Cc1ccc(NC(=O)[C@@H]2CCCN2C(=O)c2cccs2)cc1S(=O)(=O)N1CCCCC1,-6%
COCCN(CC(=O)Nc1cccc(C)c1C)C(=O)Cn1cnc2ccccc2c1=O,2%
Cc1nnc(SCC(=O)NNC(=O)c2ccccc2)n1N,11%
CCc1ccc(C(=O)CCC(=O)Nc2cccc(S(=O)(=O)N3CCCCC3)c2)cc1,-9%
CCN1C(=O)[C@H]2[C@@H](c3ccc(-c4ccccc4)cc3)N3CCC[C@@]3(C(=O)OC)[C@H]2C1=O,3%
O=C(COC(=O)c1ccc(F)c(S(=O)(=O)N2CCOCC2)c1)NC1CC1,-2%
Cc1cc(C)n2nc(C(=O)OCC(=O)N(C)C3CCS(=O)(=O)C3)nc2n1 (stereo unspecified),0%
COc1ccc(CNC(=O)Cc2csc(NC(=O)Nc3ccccc3OC)n2)cc1,-7%
COc1ccccc1NC(=O)CSc1nc(=O)n2cc(C)ccc2n1,11%
CCC[C@@H](CN1CCC[C@H]1CN1C(N)=NC[C@@H]1Cc1ccccc1)N1C[C@@H](Cc2ccccc2)N(CCCC2CCCC2)C1=N,-2%
COc1cc(NC(=O)C2CSC3(C)CCC(=O)N23)c(OC)cc1Cl (stereo unspecified),1%
C[C@H](CO)N1C[C@H](C)[C@@H](CN(C)S(=O)(=O)c2cccs2)Oc2c(NC(=O)CCC(F)(F)F)cccc2C1=O,6%
Cc1noc(NS(=O)(=O)c2ccc(NC(=O)c3cccc(S(=O)(=O)Nc4ccccc4F)c3)cc2)c1C,-6%
Cc1cc(=O)c(C(=O)Nc2ccc(N3CCOCC3)cc2N2CCOCC2)nn1-c1ccccc1Cl,-1%
O=C(c1cc2ccccc2o1)N1CCN(S(=O)(=O)c2ccc(Cl)s2)CC1,31%[activator]
CCN(CC)C(=O)c1ncn(Cc2ccccc2)c1C(=O)N(CC)CC,-2%
O=C(NCC(c1ccco1)N1CCCCC1)c1cccnc1 (stereo unspecified),-1%
CCN(CC(=O)NCc1ccc(Cl)cc1)C(=O)CSCC(=O)Nc1ccc(C)cc1,-4%
CC(=O)Nc1ccc(C(=O)COC(=O)c2cccs2)c(F)c1,22%
COC(=O)c1ccc(/C=C/C(=O)OCC(=O)NCc2cccs2)cc1,12%
Cc1ccc(NC(=O)COC(=O)C2CCN(c3ccc(C(F)(F)F)cn3)CC2)cc1C,13%
CN(C)CCN=Cc1c(O)n(-c2ccc(S(=O)(=O)N3CCOCC3)cc2)c(=O)c2ccccc12,-10%
COc1ccc(CNCc2cc(C)c(OC)cc2C)c(OC)c1,26%
Cc1nn(-c2ccccc2)c(C)c1CNC(=O)c1ccc(S(=O)(=O)NCc2ccco2)cc1,6%
O=C(COC(=O)c1cc([N+](=O)[O-])ccc1N1CCOCC1)NC1CCCCC1,-7%
O=C(NCC1CCCO1)c1ccccc1NS(=O)(=O)c1cccc([N+](=O)[O-])c1 (stereo unspecified),3%
COc1ccc(C(=O)C(C)OC(=O)COc2ccccc2)cc1 (stereo unspecified),14%
Cc1ccc(C)c(NC(=O)COC(=O)c2c(C)nn(-c3ccccc3)c2C)c1,1%
O=C(CNC(=O)c1cccc(F)c1)NC1CC1,-1%
Cc1ccccc1NC(=O)Cc1nc(COC(=O)c2cccnc2Cl)cs1,-5%
O=C(COc1ccc(Cl)cc1Cl)N1CCNC1=O,9%
CCN1C(=O)c2cccc3c(S(=O)(=O)N(C(C)=O)c4ccc(OC(C)=O)cc4)ccc1c23,13%
NS(=O)(=O)c1ccc(NC(=O)CSc2nnc(C3CC3)n2C2CC2)cc1,6%
COc1ccc(C2=Nn3c(nnc3-c3ccccc3C(F)(F)F)SC2)cc1OC1CCOC1 (stereo unspecified),-4%
CC(C)Cn1c(N)c(C(=O)CSc2nnc(-c3ccco3)n2C)c(=O)n(C)c1=O,4%
CC(OC(=O)Cc1ccccc1[N+](=O)[O-])C(=O)Nc1ccc(Cl)cn1 (stereo unspecified),-6%
O=C(Nc1nc(-c2cccs2)cs1)c1ccc([N+](=O)[O-])o1,-5%
COc1ccc(CCNC(=O)COc2ccc3c(C)cc(=O)oc3c2)cc1,0%
CC(C)C[C@@H](CN1C(=O)C(=O)NC[C@@H]1CC(C)C)NC(=O)Cc1ccccc1,0%
Fc1ccc(CCN2CCN=C2Nc2ccccc2)cc1,1%
COc1ccc(NC(=O)COC(=O)c2ccc(OC)c(S(=O)(=O)N3CCCC3)c2)cc1OC,-2%
CCOC(=O)C1=C(C)NC(C)=C(C(=O)OCC)C1C(=O)OCC(=O)NCc1ccco1,-1%

# The list goes on:
SMILES,L3MBTL1 block
COc1ccc(C(C)(C)C)cc1NC(=O)CCCN1C(=O)CN(C)C1=O,1%
O=C(C1Cc2ccccc2CN1C(=O)c1ccco1)N1CCN(c2ccccc2)CC1 (stereo unspecified),-6%
O=C(Nc1ccc(S(=O)(=O)N2CCCC2)cc1)C1CCN(S(=O)(=O)c2ccc(F)cc2)CC1,1%
Cc1ccccc1NC(=O)Cc1nc(COC(=O)c2ccc(C(F)(F)F)cc2)cs1,0%
O=C(NC(CC1CCCCC1)C(=O)O)c1ccccc1 (stereo unspecified),4%
O=C(CCS(=O)(=O)c1ccccc1)Nc1nc2ccc(F)cc2s1,7%
COc1ccccc1N1CCN(CC(=O)c2ccc(F)cc2)CC1,2%
O=C(CSc1ncc(C(F)(F)F)cc1Cl)N1CCNC1=O,4%
CC(=O)Nc1cccc(C(=O)Nc2ccc(S(=O)(=O)N3CCCCC3)cc2)c1,-6%
C[C@H]1CN=C(N(C)C)N1CC1CCCCC1,-2%
CSCc1c(C(=O)Nc2ccccc2N2CCOCC2)oc2ccccc12,-6%
CC(=O)N1CCN(C(=O)c2ccc3c(c2)OCO3)CC1,-2%
Cc1ccc(-c2nc(N)nc(N)n2)c(C)c1,1%
COc1ccccc1CCC(=O)OCC(=O)NCc1ccc(OC)c(OC)c1,3%
COc1ccc([C@H]2CC(=O)C=C(c3cc4ccccc4s3)C2)cc1OC,-20%
CC(C)CCN(C(=O)c1cn2ccccc2n1)c1c(N)n(Cc2ccccc2)c(=O)[nH]c1=O,-3%
CCn1c(CNC(=O)C2CCCCC2)cc2cc(C)ccc21,3%
CNC(=O)C(=O)NCCN1CCN(S(=O)(=O)c2ccc3ccccc3c2)CC1,0%
O=C(O)c1cccc(-n2sc3ccccc3c2=O)c1,-5%
Cc1ccc(Cl)c(OCC(=O)NC2CCN(Cc3ccccc3)CC2)c1,-3%
CCn1c(SCC(=O)N(C)C2CCCCC2)nc2cc(S(N)(=O)=O)ccc21,-13%
O=C(CCS(=O)(=O)c1ccccc1)OCC(=O)N1CCN(S(=O)(=O)c2ccc(Cl)cc2)CC1,12%
CC(C)(O[C@@H]1O[C@H](CO)[C@@H](O)[C@H](O)[C@H]1O)[C@@H]1CC=C(C(=O)O)CC1,7%
O=C(Nc1cccc(C(F)(F)F)c1)C1=CC=CN2CCS(=O)(=O)N=C12,-1%
C[C@H](CO)N1C[C@H](C)[C@@H](CN(C)S(=O)(=O)c2ccccc2)Oc2c(NC(=O)NC3CCCCC3)cccc2C1=O,1%
COc1cc(C(=O)OCC(=O)N(CC(C)C)C2CCS(=O)(=O)C2)cc(OC)c1C (stereo unspecified),-9%
O=C(NCCN1C(=O)S/C(=C\c2ccc(Cl)cc2Cl)C1=O)C1=COCCO1,-4%
CC1(C)CC(=O)C=C(Nc2ccc([N+](=O)[O-])cc2)C1,53%[activator]
CCCCn1c(N)c(N(CCOC)C(=O)c2sc3cc(F)ccc3c2Cl)c(=O)[nH]c1=O,7%
COC(=O)[C@]1(C)N[C@H](CN(C)C(=O)Nc2ccc(C)cc2)[C@@H]2C(=O)N(Cc3ccccc3)C(=O)[C@@H]21,3%
COCCNC(=O)c1ccc2c(c1)S(=O)(=O)c1cc(Cl)ccc1C2=O,-1%
COc1ccc(C2/C=C\CN3CCC[C@H]3C(=O)N2Cc2ccc(F)cc2)cc1 (stereo partly specified),4%
CC1CC(C)CN(C(=O)c2ccc3ccccc3c2)C1 (stereo unspecified),7%
CCCCn1c(N)c(N(Cc2ccccc2OC)C(=O)c2cc(=O)[nH]c3ccccc23)c(=O)[nH]c1=O,4%
CC1CCCCN1C(=S)NC(=O)c1cc(Br)ccc1Cl (stereo unspecified),-3%
COc1ccccc1OCc1ccc(C(=O)NCC2CCCO2)cc1 (stereo unspecified),2%
Cc1ccc(C(=O)NC2CC3CCCC(C2)N3Cc2ccccc2)cc1 (stereo unspecified),6%
CCN(CC(=O)Nc1ccc2c(c1)OCCO2)C(=O)c1ccc(S(=O)(=O)N(C)C)cc1,-48%
COc1ccc(C)cc1C1=CC(=O)C[C@H](c2ccc(F)cc2)C1,10%
COc1ccc(NC(=O)CN(C)C(=O)C2CC(=O)N(c3cccc4ccccc34)C2)cc1 (stereo unspecified),4%
CCn1cc(C(=O)OCC(=O)Nc2ccccc2OC(F)F)c(=O)c2ccc(C)nc21,3%
O=C(NCCS(=O)(=O)NC1CCCC1)c1ccccc1,3%
COc1ccc(C(CNC(=O)c2cc(S(=O)(=O)N3CCCC3)ccc2Cl)N2CCCC2)cc1 (stereo unspecified),-4%
CCc1noc(C)c1C(=O)OCC(=O)Nc1ccc2c(c1)OCO2,1%
O=C(CN1C(=O)NC2(CCCc3ccccc32)C1=O)N1CCN(c2cccc(C(F)(F)F)c2)CC1 (stereo unspecified),-2%

# Grouped by structure: the compounds so far containing a COOH group (3)
SMILES,L3MBTL1 block
O=C(NC(CC1CCCCC1)C(=O)O)c1ccccc1 (stereo unspecified),4%
O=C(O)c1cccc(-n2sc3ccccc3c2=O)c1,-5%
CC(C)(O[C@@H]1O[C@H](CO)[C@@H](O)[C@H](O)[C@H]1O)[C@@H]1CC=C(C(=O)O)CC1,7%

# Going on with the list.
SMILES,L3MBTL1 block
O=C(Nc1ccc(F)cc1)c1ccc(C(=O)N2CCCC(O)C2)cc1 (stereo unspecified),4%
CC[C@]12c3[nH]c4cc(CCC(=O)N(C)C)ccc4c3CCN1C(=O)[C@@H](CC(=O)NCCCN(C)C)C[C@@H]2C(=O)N1CCN(C(=O)C2CC2)CC1,4%
O=C(NOCc1ccccc1)c1ccccc1,5%&-9%
CCOc1ccc(C(=O)NCC(=O)N2CCN(c3ccc(C(F)(F)F)cn3)CC2)cc1,-1%
CC1CCCC(NC(=O)Cn2cc(C(F)(F)F)cc(Cl)c2=O)C1C (stereo unspecified),0%

# Molecules listed so far that have two or more sulfur atoms:
SMILES,L3MBTL1 block
Cc1ccc(S(=O)(=O)N2CCOCC2)cc1NC(=O)CSc1nnnn1C1CCCC1,-6%
Cc1ccc(S(=O)(=O)N2CCOCC2)cc1NS(=O)(=O)c1ccc(F)c(F)c1,6%
CSCCC(NS(=O)(=O)c1ccc(C)cc1)C(=O)N1CC=C(c2ccccc2)CC1 (stereo unspecified),3%
Cc1ccc(NC(=O)[C@@H]2CCCN2C(=O)c2cccs2)cc1S(=O)(=O)N1CCCCC1,-6%
C[C@H](CO)N1C[C@H](C)[C@@H](CN(C)S(=O)(=O)c2cccs2)Oc2c(NC(=O)CCC(F)(F)F)cccc2C1=O,6%
Cc1noc(NS(=O)(=O)c2ccc(NC(=O)c3cccc(S(=O)(=O)Nc4ccccc4F)c3)cc2)c1C,-6%
O=C(c1cc2ccccc2o1)N1CCN(S(=O)(=O)c2ccc(Cl)s2)CC1,31%[activator]
NS(=O)(=O)c1ccc(NC(=O)CSc2nnc(C3CC3)n2C2CC2)cc1,6%
O=C(Nc1nc(-c2cccs2)cs1)c1ccc([N+](=O)[O-])o1,-5%
O=C(Nc1ccc(S(=O)(=O)N2CCCC2)cc1)C1CCN(S(=O)(=O)c2ccc(F)cc2)CC1,1%
O=C(CCS(=O)(=O)c1ccccc1)Nc1nc2ccc(F)cc2s1,7%
CCn1c(SCC(=O)N(C)C2CCCCC2)nc2cc(S(N)(=O)=O)ccc21,-13%
O=C(CCS(=O)(=O)c1ccccc1)OCC(=O)N1CCN(S(=O)(=O)c2ccc(Cl)cc2)CC1,12%

# High-throughput results (PubChem)

# These rows are one share of the data; the hit share may differ from the screen's.
